Assay outcomes (PubChem)
p53ts 39C tox: kills p53ts cells at the nonpermissive temperature. Potency, µM (doses to about 46.1 µM), inactives show at the top dose activity change, negative = cell killing, most hits filed as cytotoxic. 130,000 compounds, 1.5% hits. H1299-p53A138V viability at 39C, ATP luminescence, 24 h; active means well fitted cell-killing curve with a large enough effect; inconclusive means small, poorly fitted or top-dose-only effect; inactive means no such curve, though single readings can be large or run the other way; further: nearly all actives have a fitted effect of over 55% in size
* marks the source's active call; other numbers are inactive results; u = inconclusive. On the % scale 0 is the no-effect control and ±100 the full control effect; potency means the concentration at half of the fitted maximal effect. Not all compounds are listed. The share of hits here may be higher or lower than overall.

SMILES	p53ts 39C tox
O=C(OCc1c(Cl)cccc1Cl)c1ccncc1	7.4%
CC(=O)/C(=N\Nc1ccccc1)Sc1nnc(-c2ccccc2)n1-c1ccccc1	1.9%
COc1ccc(N2C(=O)C3ON(C4SC(=S)N(C)C4(C)C)C(c4ccc(Cl)cc4)C3C2=O)cc1 (configuration not stated)	2.7%
CCc1cc2c3c(c1)C1(C(=O)N3C(C)(C)CC2C)C(C#N)=C(N)N2C(=C1C#N)Nc1ccccc12 (configuration not stated)	-3.1%
N#C/C(=C\c1cccc(NC(=O)c2ccccc2Cl)c1)C(=O)NCCc1ccccc1	17.1%
O=C(Cc1cccc(C(F)(F)F)c1)NCc1cccc(Cl)c1	-1.5%
O=C(Nc1ccc2cn[nH]c2c1)c1c(Cl)cccc1Cl	10.3%
Cc1cc(C)nc(N/N=C/c2ccccc2OCc2ccc(Cl)cc2)n1	-13.0%
COC(=O)c1sccc1NC(=O)/C=C/c1ccc(Cl)cc1	9.8%
COc1ccc(C2CC(c3cccs3)=NN2C(=S)Nc2ccccc2)cc1OC (configuration not stated)	3.7%
Brc1ccc(-n2c(SCc3nc4ccccc4[nH]3)nnc2-c2ccncc2)cc1	1.0%
CCCCC/C=N\NC(=O)Cc1ccc([N+](=O)[O-])cc1	-6.2%
CCSc1nc(-c2ccccc2)c2cc(Cl)ccc2n1	22.9%
O=C(C[n+]1ccc(-c2nnc3n2CCC3)cc1)c1ccc(Cl)c(Cl)c1	21.1%
N=c1scc(-c2ccccc2)n1/N=C/c1ccco1	15.7%
Cc1ccc(S(=O)(=O)Nc2ccc(NC(=O)Nc3ccc(F)cc3F)cc2)cc1	-15.4%
Cc1ccc(NC(=O)c2cn(CCC#N)nc2-c2cccs2)c([N+](=O)[O-])c1	9.7%
CCOC(=O)c1cccc(-n2c(-c3ccc(OC)cc3)nc3nc4ccccc4nc32)c1	13.9%
CC1CCCC(NC(=O)COC(=O)CN2C(=O)C3CCCCC3C2=O)C1C (configuration not stated)	7.0%
COc1ccccc1-c1c(C(F)(F)F)oc2cc(OCC(=O)Nc3ccccc3C(F)(F)F)ccc2c1=O	-5.7%
O=C(Nc1nc(-c2ccccc2)cs1)c1ccc(N2CCOCC2)c([N+](=O)[O-])c1	5.0%
O=C(/C(=C\c1ccccc1)c1nc2ccccc2[nH]1)c1ccc(Cl)cc1	-4.7%
CC(C)Cc1nc2sc3c(=O)n(N)cnc3c2c2c1COC(C)(C)C2	-3.2%
CCCC/C(C)=N/NC(=O)NC1CCCCC1	-2.2%
CCCCOC(=O)Nc1nnc(SCCOc2ccc(C)cc2)s1	0.9%
COc1ccccc1N1CC(C(=O)Nc2nnc(SCc3ccccn3)s2)CC1=O (configuration not stated)	-15.6%
CN(CCNC(=O)c1ccc(/C=N/O)nc1)Cc1ccccc1	1.8%
CCN(CC(=O)Nc1ccc(NC(C)=O)cc1)C(=O)C(c1ccccc1)c1ccccc1	0.1%
C=CCn1c(SCc2ccc(C(=O)Nc3nccs3)cc2)nnc1-c1ccc(C)c(Cl)c1	u
CCCCCC[n+]1c(-c2ccc(Cl)cc2Cl)csc1Nc1ccccc1	12.7%
CCc1sc(C(=O)Nc2ccc(NC(C)=O)cc2)cc1C	4.4%
COC(=O)c1c(NC(=O)COC(=O)c2ccc(Cl)cc2[N+](=O)[O-])sc2c1CCCCC2	-10.6%
CSCCC(NC(=O)c1ccccc1Br)C(=O)Nc1ccc(C)cc1 (configuration not stated)	-16.0%
COc1cccc(-c2nc(Oc3cccc(C)c3C)c3ccccc3n2)c1O	-0.2%
COC(=O)N/N=C(\C)c1ccc(OC(F)F)cc1OC(F)F	5.4%
CN(C(=S)NC1CCCCC1)C1(c2ccccc2Cl)CCCCC1=O (configuration not stated)	10.2%

18 compounds out of the list, sorted by molecular weight, smallest number first.
SMILES	p53ts 39C tox
CCCCC/C=N\NC(=O)Cc1ccc([N+](=O)[O-])cc1	-6.2%
CCSc1nc(-c2ccccc2)c2cc(Cl)ccc2n1	22.9%
CCc1sc(C(=O)Nc2ccc(NC(C)=O)cc2)cc1C	4.4%
COC(=O)c1sccc1NC(=O)/C=C/c1ccc(Cl)cc1	9.8%
O=C(Cc1cccc(C(F)(F)F)c1)NCc1cccc(Cl)c1	-1.5%
O=C(/C(=C\c1ccccc1)c1nc2ccccc2[nH]1)c1ccc(Cl)cc1	-4.7%
CCCCOC(=O)Nc1nnc(SCCOc2ccc(C)cc2)s1	0.9%
COc1cccc(-c2nc(Oc3cccc(C)c3C)c3ccccc3n2)c1O	-0.2%
O=C(C[n+]1ccc(-c2nnc3n2CCC3)cc1)c1ccc(Cl)c(Cl)c1	21.1%
CC1CCCC(NC(=O)COC(=O)CN2C(=O)C3CCCCC3C2=O)C1C (configuration not stated)	7.0%
CN(C(=S)NC1CCCCC1)C1(c2ccccc2Cl)CCCCC1=O (configuration not stated)	10.2%
Cc1ccc(NC(=O)c2cn(CCC#N)nc2-c2cccs2)c([N+](=O)[O-])c1	9.7%
O=C(Nc1nc(-c2ccccc2)cs1)c1ccc(N2CCOCC2)c([N+](=O)[O-])c1	5.0%
CC(=O)/C(=N\Nc1ccccc1)Sc1nnc(-c2ccccc2)n1-c1ccccc1	1.9%
Cc1ccc(S(=O)(=O)Nc2ccc(NC(=O)Nc3ccc(F)cc3F)cc2)cc1	-15.4%
COc1ccc(C2CC(c3cccs3)=NN2C(=S)Nc2ccccc2)cc1OC (configuration not stated)	3.7%
N#C/C(=C\c1cccc(NC(=O)c2ccccc2Cl)c1)C(=O)NCCc1ccccc1	17.1%
CCc1cc2c3c(c1)C1(C(=O)N3C(C)(C)CC2C)C(C#N)=C(N)N2C(=C1C#N)Nc1ccccc12 (configuration not stated)	-3.1%

Next section:
SMILES	p53ts 39C tox
O=C(CC1SC(=Nc2ccccc2)N(Cc2ccccn2)C1=O)Nc1cccc(Cl)c1 (configuration not stated)	u
COc1cc(OC)cc(C(=O)NC(=S)NNC(=O)c2cnccn2)c1	12.1%
CCN(CC(=O)NC(C)(C)C)C(=O)CCl	u
CCOC(=O)c1c(NC(=S)Nc2cc([N+](=O)[O-])ccc2OC)sc2c1CCCCC2	-12.3%
Cc1ccc(OCC(=O)N2N=C(c3cccnc3)CC2(O)C(F)(F)F)cc1C (configuration not stated)	6.4%
S=c1[nH]nc(-c2ccc3ccccc3n2)n1-c1cc(Cl)cc(Cl)c1	5.1%
O=C(c1cc([N+](=O)[O-])cc([N+](=O)[O-])c1)N1CCOCC1	-8.2%
O=C(Cc1ccccc1)Nc1nc(-c2cccc([N+](=O)[O-])c2)cs1	-2.6%
C=CCc1c(C)nc(-c2ccccc2)nc1N/N=C/c1ccccc1	-7.1%
O=C(Cn1cnc2ccccc21)N/N=C/c1ccccc1[N+](=O)[O-]	-0.6%
Cc1ccc(C(=O)NCCc2sc(C)nc2C)cc1	-0.9%
COc1ccc2c(c1)[nH]c1c(Cl)ncnc12	-6.0%
O=C(/C=C/c1ccco1)Nc1ccc2nn(-c3ccccc3)nc2c1	-17.8%
Cc1ccc(Cl)cc1OCC(=O)NCCOC(=O)Nc1sc(=S)n(C)c1C	-2.4%
COc1ccc(/C=N/NC(=O)CNC(=O)COc2ccccc2)cc1	-0.7%
O=C(Nc1ccccc1)c1ccc(NCCc2ccccc2)c([N+](=O)[O-])c1	-4.8%
C/C(Cn1nc([N+](=O)[O-])cc1C)=N\NC(=O)COc1c(Cl)cc(Cl)cc1Cl	-4.9%
COCCOc1ccc(C(F)(F)F)cc1NC(=O)c1ccc(C)cc1	9.6%
COc1ccc(NC(=O)c2ccc(C#CC(C)(C)O)cc2)cc1	-1.8%
COCCCNC(=O)c1cc2c(=O)n3cc(C)ccc3nc2nc1NCC1CCCO1 (configuration not stated)	-12.3%
CC(=O)N1N=C(c2cccc([N+](=O)[O-])c2)OC1(C)CC(=O)Nc1ccccc1 (configuration not stated)	-8.1%
Cc1ccc(NC(=O)c2ccncc2)cc1[N+](=O)[O-]	17.7%
O=C(Nc1ccccc1-c1ccccc1)c1cccc(C(F)(F)F)c1	4.3%
COc1ccc2c(c1)[nH]c1c(=O)n(N)cnc12	6.5%
COC(=O)c1cccc(NC(=O)Cc2ccccc2[N+](=O)[O-])c1C	2.8%
CCOC(=O)c1c(NC(=O)COc2cccc3c2CCN(Cc2ccc(F)cc2)C3=O)sc2c1CCC2	8.3%
COc1cc(/C=C/C(=O)N2C(=O)c3cccc(N)c3C2=O)cc(OC)c1OC	-17.8%
COc1ccc(CCNC(=O)c2sc3ccccc3c2Cl)cc1OC	-9.6%
O=C(CN(c1ccccc1)S(=O)(=O)c1ccccc1)N/N=C/c1ccc(OC2CSC2)cc1	25.9%
COc1ccc(-c2c(C#N)c(SCC(=O)c3cc4ccccc4oc3=O)nc(C)c2C(=O)Nc2ccccc2)cc1	13.8%
COc1nc(N/N=C/c2ccc(-c3cccc([N+](=O)[O-])c3)o2)nc(N2CCOCC2)n1	3.5%
COc1ccccc1NC(CC(=O)c1ccccc1)C(=O)OCC(=O)c1ccc(C)c(C)c1 (configuration not stated)	-17.6%
CCn1c2ccccc2c2cc(/C=N/NC(=O)c3ccccc3C)ccc21	-0.9%
COc1ccc(C(NC(=O)/C=C/c2ccco2)c2ccc(OC)c(OC)c2)cc1OC	5.9%
C/C(=N\NC(=S)NC(C)C)c1ccc(Cl)s1	-2.6%
O=C(CSc1ccc(-c2ccco2)nn1)NCc1ccccc1	8.5%
COc1cc(C(=O)OCC(=O)NC2CCS(=O)(=O)C2)ccc1OCc1c(C)noc1C (configuration not stated)	-11.8%
CC(Nc1cccc2ccccc12)C(=O)N/N=C/c1ccc([N+](=O)[O-])cc1 (configuration not stated)	-19.1%
CCOC(=O)c1ccc(C(=O)OCC)c(NC(=S)Nc2ccc([N+](=O)[O-])cc2OC)c1	u
Cc1ccccc1NC(=O)Nc1nc2ccc(S(C)(=O)=O)cc2s1	-8.6%
CC(C)c1ccccc1-n1c(SCC(=O)N2CCc3ccccc3C2)nc2ccccc2c1=O	1.3%
O=C(COc1ccc2c(-c3ccccc3)cc(=O)oc2c1)NCc1cccs1	0.7%
COc1cc(NC(=O)/C=C/c2ccccc2[N+](=O)[O-])cc(OC)c1	0.4%
C=C(C)CNC(=S)N/N=C/C1=CCC2CC1C2(C)C (configuration not stated)	17.1%
CC(=O)Nc1ccccc1-c1nc2ccccc2nc1OCC(=O)c1ccc(Cl)cc1	-13.5%
CC(C)(C)c1ccc(C(=O)N/C(=C/c2cccs2)C(=O)NCc2ccco2)cc1	16.9%
C=CCN(CC=C)S(=O)(=O)c1ccc(C(=O)Nc2sc3c(c2C(N)=O)CCCCC3)cc1	8.5%
O=C1CN(C(=O)COC(=O)c2cccc(OCc3ccccc3)c2)c2ccccc2N1	-10.5%
O=C(/C=C/c1ccc([N+](=O)[O-])cc1)NCc1ccco1	-9.8%
CCCN(CC(=O)Nc1ccc(Cl)cc1Cl)C(=O)/C=C/c1ccco1	-9.1%
CC(C)OC(=O)c1c2c(n3ccccc13)C(=O)c1ccccc1C2=O	8.5%
COc1cccc2cc(C(=O)Oc3ccc(NC(C)=O)cc3)c(=O)oc12	0.8%
COc1cccc(/C=C2\SC(=O)N(CCC(=O)NNC(=O)c3ccccc3Cl)C2=O)c1	-2.6%
Cc1ccc(NC(=S)NCC2CCCO2)c(OC(F)F)c1 (configuration not stated)	16.2%
OC(COCc1cccs1)CN1CCN(c2cccc(C(F)(F)F)c2)CC1 (configuration not stated)	-19.3%
COc1ccc(-c2nsc3c(SCc4ccccc4)ncnc23)cc1	24.1%
O=C(C(Sc1ccccc1)c1ccccc1)N1CCOCC1 (configuration not stated)	13.0%
O=C(Nc1ccc2c(c1)CCC2)c1ccccc1F	u
CCOC(=O)c1sc(-c2ccc(F)cc2)cc1NC(=O)Nc1ccccc1OC	-4.2%
CC(NC(=O)OCc1ccccc1)C(=O)Oc1cc2oc(=O)cc(-c3ccccc3)c2cc1Cl (configuration not stated)	-5.2%

Two records drawn at random from those above:
SMILES	p53ts 39C tox
COc1ccc(CCNC(=O)c2sc3ccccc3c2Cl)cc1OC	-9.6%
CCOC(=O)c1c(NC(=S)Nc2cc([N+](=O)[O-])ccc2OC)sc2c1CCCCC2	-12.3%

Later entries.
SMILES	p53ts 39C tox
O=C(Nc1ccc(Cl)cc1)Nc1nnc(Cc2ccc([N+](=O)[O-])cc2)s1	3.4%
O=[N+]([O-])c1ccc(N2CCNCC2)cc1Sc1nc2ccccc2[nH]1	-12.6%
Cn1c(CC(=O)Nc2ccc(F)cc2)c(Sc2ccccc2)c2ccccc21	8.0%
O=C(NC(=S)Nc1ccccc1N1CCOCC1)c1ccc(-c2cc(Cl)ccc2Cl)o1	3.1%
NNC(=O)CN1C(c2ccccc2Br)=Nc2ccc(Br)cc2C1c1ccccc1 (configuration not stated)	5.7%
O=C(N/N=C/c1c[nH]c2ccccc12)C1COc2ccccc2O1 (configuration not stated)	4.3%
O=C(COC(=O)c1ccc(-c2nnc(-c3ccccc3)o2)cc1)c1ccccc1	4.4%
CCOc1ccc(C(=O)NCC(=O)OCc2ccc(F)cc2Cl)cc1	2.5%
O=C(NC1CCCCC1)N(C1=NCCCCC1)c1ccc(Br)cc1	5.8%
Cc1nc(NC(=O)c2cccc(-c3cc4ccccc4oc3=O)c2)ccc1Br	9.6%
COc1ccc(OC)c(-c2csc(NC(=O)CSc3ccc(Br)cc3)n2)c1	5.5%
O=C(Nc1ccc(S(=O)(=O)Nc2nccs2)cc1)c1cc(-c2ccccc2)nc2ccccc12	-10.7%
Cc1cccc(Nc2nnc(SCC3CCCCO3)s2)c1C (configuration not stated)	u
CC(C)NC(=O)COC(=O)CNC(=O)c1cc(Cl)cc([N+](=O)[O-])c1	10.7%
CC(C)OP(=O)(c1ccccc1)c1ccccc1	0.2%
CC(CC1CC(C)(C)OC1=O)C(=O)Nc1ccc([N+](=O)[O-])cc1 (configuration not stated)	-5.4%
CCOC(=O)c1c(C)[nH]c(C)c1C(=O)COC(=O)/C=C/c1cccc(F)c1	u
